CTSL1 counter = Fasciola hepatica cathepsin L1 inhibitors, primary screen, counter-screen for PFM18AAP inhibitor project, biochemical, QFRET, fluorogenic peptide substrate. 300,000 compounds, 0.49% hits. recombinant F. hepatica cathepsin L1, Z-Leu-Arg-MCA fluorescence. inhibition, % at 5.96 µM;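 active = inhibition above the mean of all tested compounds plus 3 SD, set per screening campaign, cut at about 17% in these data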;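 also: 0% = plate median of test compound wells and 100% = 1 µM Z-Phe-Ala-diazomethylketone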
PP1 inh = PP1-alpha phosphatase inhibitors, primary screen, counter-screen for PP5 inhibitor project, biochemical, fluorescence, OMFP substrate, single point; Serine/threonine-protein phosphatase PP1-alpha catalytic subunit (Homo sapiens), P62136; 320,000 compounds, 0.9% hits; inhibition, % at 6.7 µM; purified PP1alpha;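 active = inhibition above the mean inhibition of all tested compounds plus 3 SD, computed separately for each screening campaign, cut at about 15% in these data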
EBNA-1 inhibitor = EBNA-1 DNA-binding inhibitors, primary screen, biochemical, fluorescence polarization | inhibition, % at 14.8 µM | 300,000 compounds, 0.34% hits | AID 1950, 2009; in the data active = inhibition above about 28%
PP5 inh = PP5 phosphatase inhibitors, primary screen, biochemical, fluorescence. 320,000 compounds, 0.18% hits. Serine/threonine-protein phosphatase 5 (Homo sapiens), P53041. AID 1987, 2009. purified PP5c, OMFP substrate fluorescence. inhibition, % at 6.7 µM;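 active = inhibition above the campaign's mean inhibition across all tested compounds plus 3 SD, cut at about 9.5% in these data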;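 also: 0% = DMSO only and 100% = 100 µM cantharidin control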
Efflux pump inh = inhibitors of Candida efflux pumps in yeast, primary screen, S. cerevisiae, Nile Red, multiplex; AID 485275, 2010; inhibition, % at 10 µM; 330,000 compounds, 0.44% hits; S. cerevisiae Candida pump triplex;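 active = plate passing quality check with inhibition over a set limit, or well fluorescence over plate mean plus 4 SD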;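 also: Nile Red retained in pooled yeast measured as flow cytometry median fluorescence; 0% = buffer negative control and 100% = Enniatin B positive control; higher means more Nile Red kept so more efflux inhibition; some compounds called inactive have numbers as strong as hits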
PREPL inh = PREPL enzyme inhibitors, primary screen, biochemical, fluorescence polarization; AID 2751, 2010; inhibition, % at 5.96 µM; Prolyl endopeptidase-like (Homo sapiens), Q4J6C6; 320,000 compounds, 0.68% hits; recombinant PREPL, fluorescence polarization activity-based probe; in the data active = inhibition above about 43%;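 also: 0% = enzyme with DMSO and 100% = wells lacking enzyme; many of its hits are not listed in these tables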
Target sequence (Q4J6C6 whole entry, looked up): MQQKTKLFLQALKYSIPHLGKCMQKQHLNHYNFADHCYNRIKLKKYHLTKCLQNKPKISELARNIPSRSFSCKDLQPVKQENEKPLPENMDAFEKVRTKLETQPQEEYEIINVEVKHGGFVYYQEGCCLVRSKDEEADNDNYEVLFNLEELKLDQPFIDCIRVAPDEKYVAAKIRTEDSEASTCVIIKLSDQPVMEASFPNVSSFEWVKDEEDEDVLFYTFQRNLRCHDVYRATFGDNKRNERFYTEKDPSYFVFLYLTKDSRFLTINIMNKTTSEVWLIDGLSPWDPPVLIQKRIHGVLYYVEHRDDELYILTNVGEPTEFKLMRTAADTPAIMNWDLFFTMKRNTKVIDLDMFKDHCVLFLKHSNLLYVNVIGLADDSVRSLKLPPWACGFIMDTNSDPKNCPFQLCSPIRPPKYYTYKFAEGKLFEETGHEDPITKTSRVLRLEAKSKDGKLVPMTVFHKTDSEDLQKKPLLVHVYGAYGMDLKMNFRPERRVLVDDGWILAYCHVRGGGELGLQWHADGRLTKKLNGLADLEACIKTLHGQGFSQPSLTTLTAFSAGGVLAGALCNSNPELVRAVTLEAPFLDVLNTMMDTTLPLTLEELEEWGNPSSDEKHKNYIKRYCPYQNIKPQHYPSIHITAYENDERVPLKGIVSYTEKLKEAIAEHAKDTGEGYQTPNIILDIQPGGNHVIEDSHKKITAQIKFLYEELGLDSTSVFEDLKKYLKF
ZTA counter = blocks Epstein-Barr virus ZTA, an EBNA-1 counter-screen; P03206; ZTA-DNA binding, fluorescence polarization; 320,000 compounds, 0.15% hits; inhibition, % at 11 µM; in the data active = inhibition above about 33%
Target sequence (P03206 whole entry, looked up): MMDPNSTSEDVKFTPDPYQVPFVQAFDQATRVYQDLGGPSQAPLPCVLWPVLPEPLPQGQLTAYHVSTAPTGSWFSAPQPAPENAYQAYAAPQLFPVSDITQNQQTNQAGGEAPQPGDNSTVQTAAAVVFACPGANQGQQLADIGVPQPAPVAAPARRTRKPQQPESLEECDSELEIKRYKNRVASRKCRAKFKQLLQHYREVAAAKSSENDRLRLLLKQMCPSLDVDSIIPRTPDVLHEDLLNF
TPT1 inh = Candida albicans TPT1 enzyme inhibitors, primary screen, biochemical, fluorescence polarization; recombinant caTPT1, FP RNA substrate dephosphorylation; inhibition, % at 5 µM; 300,000 compounds, 0.81% hits;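 active = inhibition above the mean of all tested compounds plus 3 SD, set per screening campaign, cut at about 24% in these data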;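 also: plate controls were DMSO alone for no effect and ferristatin control at 100 nM for full effect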
HCV core dimer = inhibitors of HCV core protein dimerization, primary screen, biochemical, TR-FRET, high-throughput; TR-FRET GST/Flag-core106 dimerization, 1536-well; inhibition, % at 5 µM; 300,000 compounds, 0.33% hits; AID 1899, 2009;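 active = inhibition above the mean of all tested compounds plus 3 SD, set per screening campaign, cut at about 45% in these data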
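System: GST/Flag-tagged HCV core106 proteins. Incubation: compound-protein-antibody incubation 4 h at 22.5 °C. Technique: HTRF with 340 nm excitation, 617/671 nm emission. Medium: KF-containing HEPES buffer, pH 7.45, DTT, CHAPS, BSA. Read-out: inhibition (%) from 671 over 617 nm ratio. Also added: Eu(K)-anti-GST 90 ng/mL plus XL665-anti-Flag 1 µg/mL.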
An asterisk follows results filed as active; · = no result given. These rows are one share of the data; rates above refer to the full screens.

Start of the data: the first two compounds as a preview:
#	smiles	HCV core dimer	TPT1 inh	PP5 inh	PP1 inh	Efflux pump inh	CTSL1 counter	EBNA-1 inhibitor	ZTA counter	PREPL inh
1	CCOc1ccc(OCC)c(NC(=O)CSCC(=O)O)c1	-1.9	-2.3	3.8	-2.7	0.0	-1.7	4.2	-5.6	11.3
2	O=P(c1ccccc1)(c1ccccc1)C(c1ccccn1)P(=O)(c1ccccc1)c1ccccc1	0.2	-0.7	2.1	-4.1	-0.1	-1.6	-6.4	-2.2	1.6

Results, repeating the preview:
#	smiles	HCV core dimer	TPT1 inh	PP5 inh	PP1 inh	Efflux pump inh	CTSL1 counter	EBNA-1 inhibitor	ZTA counter	PREPL inh
1	CCOc1ccc(OCC)c(NC(=O)CSCC(=O)O)c1	-1.9	-2.3	3.8	-2.7	0.0	-1.7	4.2	-5.6	11.3
2	O=P(c1ccccc1)(c1ccccc1)C(c1ccccn1)P(=O)(c1ccccc1)c1ccccc1	0.2	-0.7	2.1	-4.1	-0.1	-1.6	-6.4	-2.2	1.6
3	CC(Sc1nnc(Cc2ccccc2)n1C)C(=O)NC1CC1 (stereo not drawn)	·	·	0.3	-1.5	·	·	·	-10.3	4.3
4	O=C(CN1C(=O)NC2(CCCc3ccccc32)C1=O)NCc1ccc(Cl)cc1Cl (stereo not drawn)	-3.5	0.5	-0.9	-2.0	-0.3	0.6	8.0	7.4	0.4
5	Cc1cc(C)n2nc(SCc3ccccc3C(=O)O)nc2n1	0.7	0.1	0.3	-2.8	-0.2	-0.7	-1.6	1.0	-3.0
6	CCCCC(=O)N(CCOC)c1nnc(-c2ccc(OC)cc2)s1	12.6	-1.9	2.0	-10.1	0.4	-2.4	1.4	11.7	-5.8
7	O=C(CS(=O)(=O)Cc1ccccc1)N1CCc2ccccc21	-6.0	-0.8	-2.2	-1.9	0.2	-5.7	1.1	4.0	-17.4
8	O=C(C(=O)N1CCc2ccccc2C1)c1cn(CC(=O)N2CCOCC2)c2ccccc12	-3.9	-3.2	-0.7	2.8	0.0	1.5	5.7	-1.2	2.0
9	CCN(CC)C(=O)c1ncn(Cc2ccccc2)c1C(=O)N(CC)CC	·	·	-1.2	-3.8	0.0	·	·	-9.6	-2.5
10	Cc1onc(-c2ccccc2)c1C(=O)N1CCCN(C(=O)c2c(-c3ccccc3)noc2C)CC1	3.3	-0.1	-1.9	2.9	-0.1	-0.5	-1.4	12.7	1.6
11	COCC(=O)N(Cc1cc2cc(C)ccc2[nH]c1=O)c1ccc(C)c(C)c1	-0.7	-0.7	-0.2	0.9	0.1	1.9	-11.3	-10.2	2.0
12	CCO/N=C(/C)c1c(O)cc(C(C)(C)C)n(-c2ccccc2)c1=O	0.5	2.2	-2.2	0.3	0.1	-0.1	10.8	25.4	2.0
13	CC(=O)c1cccc(CN2CCC(C(=O)Nc3ccc(-c4cccc(C)c4)cc3)CC2)c1	-8.4	1.3	7.3	4.5	0.3	2.7	-3.6	15.8	0.5
14	CC(=O)Nc1ccc(S(=O)(=O)n2nc(C)cc2C)cc1	-4.4	2.7	-1.2	-2.8	-0.1	-1.9	-13.4	7.8	-16.0
15	Cc1ccc([C@@H]2[C@@H]3C(=O)N(C)C(=O)[C@@H]3[C@]3(C)C(=O)N(Cc4ccc(-c5ccccc5)cc4)CC(=O)N23)o1	-3.6	-1.9	-0.3	-5.1	-0.2	-3.6	3.0	24.0	7.7
16	COc1ccc(-c2c(C(F)(F)F)oc3c(CN4CCN(C)CC4)c(O)ccc3c2=O)cc1	-7.5	4.1	2.5	-4.5	-0.1	5.5	-20.0	-2.8	0.9
17	CN1C2C=C(N(CCc3ccccc3)C(=O)c3ccc(Cl)cc3)CC1CC2 (stereo not drawn)	-3.0	-1.0	-2.7	-2.2	0.0	-0.1	-3.4	-14.5	11.4
18	O=C1CCCN1CCNC(=S)Nc1ccccc1	-0.6	0.3	2.1	-0.7	0.1	-1.8	-5.7	-12.6	3.1
19	O=C(NC1CCS(=O)(=O)C1)c1ccc(S(=O)(=O)NCC2CCCO2)cc1 (stereo not drawn)	-18.0	2.2	0.5	3.7	-0.1	-1.3	-0.1	11.0	3.0
20	COc1ccc(CCNC(=O)C(=O)c2cn(CC(=O)N3CCOCC3)c3ccccc23)cc1	-16.0	-0.1	2.8	-1.3	0.0	-0.9	-5.4	-29.8	12.2
21	CCn1c(SCC(=O)N/N=C/c2c[nH]c3ccccc23)nnc1-c1ccc(C(C)(C)C)cc1	22.2	-0.6	5.4	6.4	0.0	-0.1	7.1	1.7	31.6
22	COc1ccccc1OC(=O)Cc1cccc2ccccc12	-3.4	0.3	3.2	0.1	-0.1	2.5	-6.9	-0.4	6.1
23	Cc1ccc2c(c1)sc[n+]2Cc1ccccc1	-1.4	-2.2	-2.0	-2.0	0.0	-1.3	7.5	6.2	3.9
24	CCNC(=O)CN1C(=O)NC2(CCOc3ccccc32)C1=O (stereo not drawn)	5.0	-0.2	1.0	-0.7	-0.1	-4.5	5.7	3.4	2.0
25	O=C(OCn1ncc(Br)c(Br)c1=O)c1c(F)cccc1F	-46.8	-2.5	-0.2	1.1	0.0	-2.8	-5.1	2.5	11.1
26	COC(=O)/C=C1\SC(=Nc2ccc(Cl)c(Cl)c2)NC1=O	19.6	-3.8	0.0	0.3	-0.2	-3.1	2.1	6.3	-1.6
27	Cc1ccccc1C(=O)Nc1cccc(C(=O)N/N=C/c2ccccn2)c1	-5.8	0.2	-0.1	0.8	-0.3	-2.3	3.2	-14.4	5.3
28	COc1cc(OC)c(N(C)S(=O)(=O)c2cccc(C(=O)OCc3c(C)noc3C)c2)cc1Cl	1.6	-2.5	0.5	1.4	0.1	1.9	-1.4	-7.1	-9.1
29	C=CCC1NS(=O)(=O)OC(CCc2ccccc2)C1O (stereo not drawn)	-12.6	0.9	1.1	-4.2	-0.1	-3.9	9.7	-1.3	3.9
30	Cc1ccc(-c2cc(C(=O)NCc3ccc4c(c3)OCO4)no2)cc1	0.5	-2.1	-1.4	-2.9	-0.1	0.3	2.4	-6.6	9.5
31	COCCN(C(=O)Cc1cccs1)C(C(=O)NCc1ccc(OC)cc1)c1ccc(C(C)C)cc1 (stereo not drawn)	10.4	2.9	7.5	3.7	0.2	1.9	-5.1	0.0	4.0
32	COc1ccc(-c2nc(CS(=O)(=O)CC(=O)NCc3ccccc3OC)c(C)o2)cc1	1.6	-2.1	2.5	1.0	-0.5	-1.1	-6.2	3.4	-13.4
33	CCn1c(SCC(=O)N2CCCC2)nc2c1c(=O)n(C)c(=O)n2C	-3.0	-3.3	0.4	-0.5	-0.2	0.2	2.8	2.8	16.8
34	O=C(C1CC1(c1ccccc1)c1ccccc1)N1CCOCC1 (stereo not drawn)	0.7	-5.2	-1.4	-2.7	-0.1	-2.7	6.2	-8.6	9.8
35	CCOC(=O)c1c(SCc2ccccc2)n[nH]c1N	-13.4	-2.5	-2.9	7.7	0.1	-4.3	-8.5	8.8	3.5
36	COc1ccccc1N(CC(=O)NC1CCCC1)C(=O)c1oc(C(C)(C)C)cc1C	6.3	-1.8	1.7	-0.7	0.2	-0.1	6.1	6.8	24.5
37	O=C1CN(C(=O)COC(=O)C2=COCCO2)c2ccccc2N1	3.2	0.8	0.0	-6.0	0.0	-2.5	15.5	10.9	4.9
38	O=C1[C@H]2[C@@H](c3ccc(F)cc3)N3C(=O)N(c4ccc(Br)cc4)C(=O)[C@@]3(Cc3ccccc3)[C@H]2C(=O)N1C1CCCCC1	43.3	-2.0	4.4	-1.2	0.2	-3.0	-4.9	-8.8	-1.5
39	CSc1nc2ccc(S(=O)(=O)N(C)C)cc2s1	-2.4	1.5	1.2	-1.8	-0.3	-2.6	11.7	2.7	0.5
40	NC(=O)C(c1ccc(F)cc1)c1ccc(C(=O)c2ccccc2)cc1 (stereo not drawn)	-7.5	-0.3	1.9	2.0	0.0	6.0	4.7	-20.5	9.9
41	N#Cc1cccc(NC(=O)Cn2cnc(S(=O)(=O)N3CCCCC3)c2)c1	-5.2	-2.9	-0.3	-1.8	-0.1	13.8	0.1	1.1	3.4
42	COc1ccc(NC(=O)Cn2cc(C(=O)C3CC3)c3ccccc32)cc1	15.9	0.5	0.2	-1.6	-0.1	5.0	10.8	-7.2	6.1
43	Cn1cc(Br)c(C(=O)NN2C(=O)C3C4C=CC(C5CC45)C3C2=O)n1 (stereo not drawn)	-2.5	0.6	-1.3	0.7	-0.1	-0.7	8.0	3.8	-4.5
44	Cc1ccc(C)c(CN2CCN(c3ncccn3)CC2)c1	7.2	-1.8	0.9	3.5	-0.1	-3.2	7.0	4.2	-0.3
45	O=C(NCCCN=C1NS(=O)(=O)c2ccccc21)c1ccc(F)cc1	-12.5	-0.5	0.3	0.6	0.1	0.3	6.1	3.8	-4.1
46	CCN(CC)S(=O)(=O)c1ccc2c(c1)nc(CCC(=O)Nc1ccccc1Cc1ccccc1)n2CC	16.4	-0.9	0.7	1.6	0.0	3.7	-2.6	7.3	-8.2
47	Cc1cc(OCC(=O)Nn2cnnc2)ccc1Br	-2.5	1.1	0.8	0.2	0.1	4.1	-9.3	-8.2	7.7
48	Cc1cc(C)c2[nH]c(=O)c(C(c3nnnn3Cc3ccc4c(c3)OCO4)N3CCCC3)cc2c1 (stereo not drawn)	34.4	2.5	-0.6	8.8	1.1*	8.3	-11.7	-5.5	19.6
49	CCCCNCCOc1ccccc1-c1ccccc1	-14.8	-0.3	0.4	1.6	-0.1	3.1	8.3	-0.2	-8.9
50	CC1(C)CC2(CCO1)OC(=O)CC2C(=O)Nc1ccc(Br)cc1 (stereo not drawn)	1.1	1.1	-1.6	-1.6	-0.1	-3.0	2.7	-6.7	-6.3
51	CCC1=NN(C(=O)CCc2ccc3c(c2)OCO3)C(O)(C(F)(F)F)C1 (stereo not drawn)	-7.1	-2.5	5.0	0.5	0.0	1.5	-7.0	-7.9	-11.5
52	Cc1ncc(CN2CCCC(C(=O)Nc3ccc(-c4ccco4)cc3)C2)n1C (stereo not drawn)	-2.9	0.8	1.2	2.1	-3.7	2.5	3.4	0.4	26.6
53	O=C(Nc1cccc(Cl)c1)c1ccc(OC(=S)N2CCOCC2)cc1	3.4	-1.4	1.1	0.0	0.1	-0.9	7.0	-8.8	6.2
54	Cc1ccc(C(=O)Nc2c3c(nn2C(C)(C)C)CS(=O)(=O)C3)cc1[N+](=O)[O-]	-7.9	-1.4	-0.9	-3.1	0.1	-1.6	-17.7	-4.2	9.2
55	O=C(CCS(=O)(=O)c1ccccc1)N1CCN(c2cccc(C(F)(F)F)c2)CC1	-3.4	-1.8	1.6	-2.9	-2.6	1.4	3.3	-0.5	6.4
56	CC(C)(C)c1ccc(-c2noc(CCC(=O)N3CCOCC3)n2)cc1	-3.1	-1.7	0.5	-2.2	-0.1	-2.3	-4.3	-14.7	-0.1
57	NS(=O)(=O)c1ccc(C(=O)O)cc1	0.1	-1.0	0.0	-3.1	-0.1	-1.0	-3.5	12.2	-0.1

Bioassay records as filed in PubChem.
